IkB sig inh: inhibitors of IkB signaling in ABC-DLBCL cells | ABC-DLBCL IkBa-CBG/CBR dual luciferase ratio, 4 h; response scale: scaled: untreated 0%, proteasome inhibitor 100% | Potency, µM (doses to about 57.1 µM), inactives show top-dose IkBa stabilization activation | 110,000 compounds, 0.04% hits; active = well fitted curve in the direction sought with a large enough effect in the signal ratio, not every such curve was filed as active; inconclusive = small, poorly fitted or top-dose-only effect, or a change in a side signal; the % refers to the signal ratio;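 note: the direction sought is a rising ratio; 0% = basal untreated cells and 100% = reference inhibitor full response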
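In this assay, an IκBα–CBG68 fusion accumulates when IKK-driven degradation is blocked; native CBR normalizes for cell number. OCI-Ly3 cells were treated 4 h with compound and doxycycline, then green and red light read after Chroma-Glo addition.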
p53ts 39C tox: kills p53ts cells at the nonpermissive temperature; H1299-p53A138V viability at 39C, ATP luminescence, 24 h; Potency, µM (series often up to 46.1 µM), inactives show top-dose activity change, negative = cell killing, usual class: cytotoxic; 130,000 compounds, 1.5% hits; AID 902; note: nearly all actives have a fitted effect of over 55% in size
p53ts 32C tox: p53ts cell cytotoxicity, permissive temperature; H1299-p53A138V at 32C, ATP luminescence viability, 24 h; Potency, µM (highest dose often 46.1 µM), without a hit: top-dose activity change, negative = cytotoxicity, most hits filed as cytotoxic; 130,000 compounds, 0.93% hits; AID 924;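 note: 0% = DMSO and -100% = full killing by reference compound; nearly all actives have a fitted effect of over 55% in size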
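Viability by ATPlite luminescence after 24 h compound treatment (up to 46 uM) at the permissive 32C. Cells are H1299 carrying p53 A138V. Scale runs from DMSO basal to 100 uM tamoxifen as full kill; AC50 from Hill fits.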
Peg3 imprint: inducers of genomic imprint erasure in mouse ES cells; 110,000 compounds, 0.02% hits; Potency, µM (highest dose often 60.7 µM), for inactives: at the highest dose activity change, positive = activation, usual class: activators; mouse ES Peg3-LacZ reporter, beta-gal luminescence, 40 h;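 note: 0% = negative control wells on the plate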
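Gelatin-coated wells received 300 freshly trypsinized female ES cells with a Peg3LacZ-Neo reporter on the maternal allele, then incubated 40 hours at 37C. BetaGlo was added for 5 minutes at room temperature before a single luminescence read.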
Active calls of the source: *; u = inconclusive; x = no result given; & = joins results of further samples; [ ] = remark or other dose. Unless noted, calls come from the whole dose curve; as a rule, active = well fitted curve in the direction sought with a large enough effect; inconclusive = small, poorly fitted or top-dose-only effect, or another doubt; inactive = no such curve, though single readings can be large; an effect the other way counts as inactive or inconclusive. Unless noted, % is set by controls: 0 for no effect and ±100 for the full control effect; potency is the fitted concentration of half-maximal effect. Outcome played no part in choosing rows; any-hit rate near 1.8%.

SMILES	IkB sig inh	p53ts 39C tox	p53ts 32C tox	Peg3 imprint
CCC(=O)Nc1ccccc1-c1nc2ccccc2n(C(C)C(=O)Nc2cccc(Cl)c2C)c1=O (centres undefined)	0.0%	-18%	4%	-17%[10.9 µM]
Cc1cccc(OCCC(=O)Nc2ccc(S(=O)(=O)N3CCCC3)cc2)c1	0.6%	-3%	4%	-13%
O=C(Cc1c[nH]c2ccccc12)N1CCc2ccccc21	0.8%	-15%	-13%	-12%
Cc1ccc(C)n1NC(=O)c1ccco1	1.6%	19%	1%	29%
COc1ccc2cc(C)c(SCC(=O)Nc3cc(C)on3)nc2c1	-0.9%	7%	8%	8%
OC[C@@H]1O[C@@H](n2cnc3cncnc32)[C@@H](O)[C@H]1O	-13%	2%	-18%	x
CCc1ccc(NC2=NC(C(=O)c3ccccc3)CC(=O)N2)cc1 (centres undefined)	0.0%	22%	0%	-5%
O=C(CSc1nc2ccccc2o1)NCc1n[nH]c(=O)c2ccccc12	0.5%	-10%	-2%	-23%
CC(C)CCNC(=O)c1cc2cc(S(=O)(=O)N3CCCCC3)ccc2n1C	-1.3%	1%	3%	-10%[10.9 µM]
Cc1cccc(N(C)c2nc3ccccc3c3nnc(C)n23)c1	-1.0%	-6%	-5%	u
CCc1ccc(C(=O)c2cn(CC(=O)Nc3ccc(C)c(C)c3)c3ccccc3c2=O)cc1	u	-13%	0%	-25%[10.9 µM]
CCOCCc1nnc(NC(=O)C(=O)c2cc(C)n(-c3ccc(Cl)cc3)c2C)s1	u	-2%	11%	-2%[10.9 µM]
COc1ccc(S(=O)(=O)N2CCN(C(=O)NCc3ccccc3)CC2)cc1	1.2%	-3%	6%	-13%
Cc1cccc2nc(-c3ccc(Cl)s3)c(Nc3ccc4c(c3)OCCO4)n12	u	-25%	10%	-8%[10.9 µM]
COc1ccc(C2C(=O)N(C3CCC(C)CC3)CC(=O)N2C2CCCC2)cc1OC (centres undefined)	u	-23%	18%	-14%[10.9 µM]
Cc1ccc(NC2=C(CC(=O)O)C(c3ccc(F)cc3)N(c3ccc(C)cc3)C2=O)cc1 (centres undefined)	u	u	-10%	-10%[10.9 µM]
COc1cccc(Cc2nc3ccccc3nc2SCC(=O)Nc2ccccc2F)c1	-1.9%	-12%	3%	14%[10.9 µM]
CCOc1ccc(CNc2ccc3c(c2)ncn3C)cc1	2.0%	14%	11%	-4%
CCOc1ccc(C(=O)N2CCSC2=S)cc1	x	26%	-3%	x
COc1ccc(NS(=O)(=O)c2ccc3c(c2)CCN3C(=O)CCC(=O)O)cc1Cl	0.8%	-4%	12%	10%[10.9 µM]
CCc1ccccc1N(C)C(=O)C1CCCN(c2ncnc3onc(-c4ccc(F)cc4)c23)C1 (centres undefined)	u	3%	3%	-9%[10.9 µM]
CCOC(=O)/C(C#N)=C/c1ccc(OC(=O)c2ccccn2)cc1	x	-2%	-2%	x
O=C1c2ccccc2C(=O)c2c1ccc(C(=O)O)c2-c1ccc2ccccc2c1	1.9%[11.4 µM]	-2%[9.22 µM]	3%[9.22 µM]	-11%[10.9 µM]
CCOC(=O)/C=C(\C)Sc1cc(=O)oc2ccccc12	u	12%	-10%	-20%
COc1ccccc1OCCn1c(-c2ccc(Cl)cc2)nc2ccccc2c1=O	5.4%	-1%	-4%	-11%[10.9 µM]

Next compounds:
SMILES	IkB sig inh	p53ts 39C tox	p53ts 32C tox	Peg3 imprint
O=C(NCc1ccccc1)C(c1ccc(O)cc1)N(C(=O)Cn1nnc(-c2cccs2)n1)c1ccc2c(c1)OCCO2 (centres undefined)	x	-8%	9%	x
O=C(O)C1C2C=CC(C2)C1C(=O)Nc1cccc(F)c1 (centres undefined)	0.5%	10%	-3%	10%
Nc1nsnc1C(=O)NCCO	0.5%	7%	3%	-3%
Cc1cc(C)nc(SCCC(=O)N(C)C)n1	3.7%	3%	-7%	-6%
O=C(CNC(=O)c1ccco1)NCC(=O)OC(C(=O)c1ccccc1)c1ccc(Cl)cc1 (centres undefined)	x	7%	7%	x
COc1cc2c(C(=O)N3CCN(C4CCCCC4)CC3)cn(CC(C)C)c(=O)c2cc1OC	0.4%	-4%	2%	-5%
O=C(Nc1ccn(-c2ccccc2)n1)c1ccc(S(=O)(=O)N2CCCCCC2)cc1	u	11%	2%	-17%
COc1ccc(Cn2c(CO)cnc2SCc2ccc(C)cc2)cc1	u	-25%	1%	-10%[10.9 µM]
Cc1ccc(Cl)cc1N1CCN(C(=O)C2CCN(S(=O)(=O)c3c(C)nn(C)c3C)CC2)CC1	u	-13%	-5%	-31%[inhibitor]
O=C(Nc1ccccc1O)c1cc(S(=O)(=O)N2CCCC2)ccc1Cl	u	-27%	-11%	-14%[10.9 µM]
Nc1ccccc1-c1nc2ccccc2[nH]1	2.0%	-29%	-24%	-73%[inhibitor]
CC(C)CCOc1ccccc1Cn1c(=O)sc2ccccc21	0.4%	-14%	1%	-13%[10.9 µM]
Cc1cc(C)cc(NC(=O)CSc2nc3c(c(=O)[nH]2)CN(Cc2ccc(F)cc2)CC3)c1	1.0%	-15%	2%	-4%[10.9 µM]
CC(C)Cn1c(-c2cccs2)nc2nc3ccccc3nc21	0.0%	-12%	3%	-7%
O=C(CSc1ncc(-c2ccc(F)cc2)[nH]1)N1CCCCC1	0.4%	-9%	-5%	-74%[inhibitor]
COc1ccc(CNC(=O)CC(c2ccc(OC)c(OC)c2)N2Cc3ccccc3C2=O)cc1 (centres undefined)	-1.1%	-3%	1%	18%[10.9 µM]
CCN(CC)CCCN(Cc1cc2cc(OC)ccc2[nH]c1=O)C(=O)Nc1ccccc1	0.3%	3%	-15%	-14%
Cc1cc2c(SCc3ccccc3Cl)nc(N)nc2nc1C	1.2%[11.4 µM]	-5%[9.22 µM]	1%[9.22 µM]	-14%[10.9 µM]
Cc1ccc2c(COC(=O)c3n[nH]c4ccccc34)cc(=O)oc2c1	1.8%	-27%	-19%	-25%
O=C(Nc1ccc(N2CCN(c3ccc(F)cc3)CC2)c(C(=O)O)c1)c1ccccc1F	2.6%	-13%	-2%	u
CCc1ccc(S(=O)(=O)c2nnn3c2nc(Nc2ccc(NC(C)=O)cc2)c2sccc23)cc1	-1.9%	13µM*	u	-5%[10.9 µM]
COc1ccc(OC)c(C(=O)COC(=O)c2cc(C)oc2C)c1	-0.5%	u	-2%	-10%
Cc1cc(C)n(-c2ncnc3c2oc2ccccc23)n1	-1.7%	0%	1%	-17%
COCCNC(=O)c1cc(Br)ccc1Cl	-0.4%	12%	1%	9%
C=C(C)C1Cc2nc(N)nc(C)c2C1 (centres undefined)	-2.2%	-11%	7%	1%

The list continues:
SMILES	IkB sig inh	p53ts 39C tox	p53ts 32C tox	Peg3 imprint
CCCN1CCN(CC2=C(C(=O)OCC)C(c3cccc(OC)c3OC)NC(=O)N2)CC1 (centres undefined)	0.0%	-15%	-4%	-9%[10.9 µM]
Cc1occc1-c1nnc(SCc2nc3ccccc3c(=O)n2CC#N)n1C	-0.6%	13%	6%	10%
Nn1c(SCC(=O)Nc2ccc(F)cc2)nnc1-c1ccccn1	8.0%	17%	6%	-12%
COc1ccc(OCC(=O)Nc2cccc(OC)c2)cc1	u	-6%	-11%	2%
C=CCSc1nc2c(N)ncnc2n1[C@@H]1O[C@H](CO)[C@@H](O)[C@@H]1O	1.6%[11.4 µM]	-5%[9.22 µM]	4%[9.22 µM]	-5%[10.9 µM]
Cc1ccc(NC(=O)C2CCCN(C(=O)c3cnn(-c4ccccc4)c3-n3cccc3)C2)cc1 (centres undefined)	1.9%	-26%	2%	-16%[10.9 µM]
COc1cc(C2NC(=O)NC(C)=C2C(=O)OC2CCCC(C)C2)ccc1O (centres undefined)	5.1%	-15%	8%	-6%
CCc1cc2c(=O)n(Cc3ccco3)c(SCc3c(C)noc3C)nc2s1	u	40%[activator]	-8%	-29%
NC(=O)C1(N2CCCCC2)CCN(CC(=O)Nc2ccccc2-c2ccccc2)CC1	u	19%	10%	-7%
COCCNc1ncnc2nc[nH]c12	2.3%	8%	2%	4%
Cc1ccc(CN2CCNC(=O)C2CC(=O)O)cc1 (centres undefined)	1.7%	-4%	9%	-2%
COc1cccc(Nc2ncc3ncc(=O)n(C[C@H]4CCCO4)c3n2)c1	u	6%	14%	-31%[inhibitor]
COC(=O)[C@@]1(Cc2ccc(OC)cc2)[C@H]2c3cc(C(=O)N(C)C)n(CCSCCO)c3C[C@H]2CN1C(=O)c1ccccc1	x	-5%	1%	-5%
COc1ccc2c(c1)c1ncnc(N3CCN(Cc4ccc5c(c4)OCO5)CC3)c1n2C	u	6%	1%	-9%
Cn1cc(/C(Cc2ccccc2)=N\O)c2ccccc21	-1.3%	5%	11%	3%
CN(CCCNC(=O)C1CCCN(S(=O)(=O)c2cnc[nH]2)C1)c1ccccc1 (centres undefined)	0.4%	3%	-3%	3%
O=C(COc1ccc(Cl)cc1)Nc1cc(-c2ccccc2)no1	-2.8%	5%	-2%	-1%[10.9 µM]
CCOC(=O)C1CCN(C(=O)Cn2ncc3c([nH]c4ccc(C)cc43)c2=O)CC1	-2.6%	9%	3%	-2%[10.9 µM]
Cc1ccc2c(CC(=O)Nc3c(C(=O)Nc4cccc(Cl)c4)oc4ccccc34)coc2c1C	0.4%	u	2%	-4%[10.9 µM]
CCC1(CC)NC(=O)N(CC(=O)Nc2sc3c(c2C(N)=O)CCC3)C1=O	-0.6%	6%	4%	-3%
O=C(CSCC(=O)NC1CC1)Nc1ccc2ccccc2c1	x	-8%	-13%	x
CC(=O)Nc1ccc(S(=O)(=O)c2c(N)n(CCN3CCOCC3)c3nc4ccccc4nc23)cc1	-1.2%	2%	5%	0%
CCOC(=O)c1cc2sccc2n1CC(=O)OC(C)C	-0.6%	-5%	5%	-10%
CCOc1ccc(NC(=O)C(=O)c2cc(C)n(-c3cc(C)cc(C)c3)c2C)cc1	1.1%	14%	5%	u
O=C(NCCCn1ccnc1)c1ccncc1	2.7%	5%	11%	-1%

(cont.)
SMILES	IkB sig inh	p53ts 39C tox	p53ts 32C tox	Peg3 imprint
Cc1cc(C)nc(NC(=O)Nc2ccccc2C(F)(F)F)n1	-1.1%	1%	17%	-19%
COCC(=O)N1CCC2(CC1)CN(c1cccc(-c3ccccc3)c1)C2	-5.0%[11.4 µM]	-20%	-13%	x
O=C(Cc1ccc(NC(=O)N2CCSc3ncccc32)cc1)NCCc1ccccc1	-1.4%	-7%	9%	6%[10.9 µM]
CC1CCN(S(=O)(=O)c2ccc(N3CCCCS3(=O)=O)cc2)CC1	1.6%	15%	-7%	-8%[10.9 µM]
C1COC1	-0.6%	2%	7%[1.84 µM]	-2%
CCOC(=O)c1cnn(-c2nc(SC)nc3sc4c(c23)CCC4)c1N	0.0%	10%	0%	-15%
O=C(O)c1[nH]nc2c1COc1ccccc1-2	1.4%	0%	2%	-29%
CC(=O)C1=C(O)C(=O)N(CO)C1c1ccccc1F (centres undefined)	0.4%	-1%	3%	-2%
CN(C)S(=O)(=O)N1CCN(CC(=O)Nc2cc(Cl)ccc2Cl)CC1	0.8%	-2%	-5%	-6%
COc1ccc(NS(=O)(=O)c2ccc3nc(-c4ccccc4)[nH]c3c2)cc1	4.4%	2%	1%	-5%[10.9 µM]
Cc1nc(N2CCCC2)ncc1C(=O)N1CCN(c2ccc(Cl)cc2)CC1	0.6%	-13%	-14%	-9%[10.9 µM]
c1nc(NCCN2CCOCC2)c2cc(-c3ccoc3)ccc2n1	-2.8%[11.4 µM]	2%	-6%	-7%
C=C1C(=O)O[C@@H]2[C@H]3O[C@]3(C)CCC=C(C)CC[C@@H]12	u	13µM*	13µM*	-31%&-26%[inhibitor]

Part of the list above in order of molar mass, descending.
SMILES	IkB sig inh	p53ts 39C tox	p53ts 32C tox	Peg3 imprint
Cc1nc(N2CCCC2)ncc1C(=O)N1CCN(c2ccc(Cl)cc2)CC1	0.6%	-13%	-14%	-9%[10.9 µM]
COc1ccc(NS(=O)(=O)c2ccc3nc(-c4ccccc4)[nH]c3c2)cc1	4.4%	2%	1%	-5%[10.9 µM]
CCOC(=O)c1cnn(-c2nc(SC)nc3sc4c(c23)CCC4)c1N	0.0%	10%	0%	-15%
CC1CCN(S(=O)(=O)c2ccc(N3CCCCS3(=O)=O)cc2)CC1	1.6%	15%	-7%	-8%[10.9 µM]
c1nc(NCCN2CCOCC2)c2cc(-c3ccoc3)ccc2n1	-2.8%[11.4 µM]	2%	-6%	-7%

Screening data from PubChem BioAssay.
